Assay outcomes deposited in PubChem BioAssay by Sanford-Burnham Center for Chemical Genomics.
EBI2 antag: EBI2 (human) antagonism | P32249 | EBI2 beta-arrestin recruitment, luminescence, 7a,25-OHC stimulated | inhibition, % at 5 µM | 360,000 compounds, 0.81% hits; in the data active means inhibition above about 38%;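 further: enzyme fragment complementation signal reports receptor beta-arrestin coupling in cells; 0% = agonist plus DMSO wells and 100% = wells without agonist; some results beyond the cut were filed as inactive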
Target sequence (P32249 whole entry, looked up, the tested form may be a part): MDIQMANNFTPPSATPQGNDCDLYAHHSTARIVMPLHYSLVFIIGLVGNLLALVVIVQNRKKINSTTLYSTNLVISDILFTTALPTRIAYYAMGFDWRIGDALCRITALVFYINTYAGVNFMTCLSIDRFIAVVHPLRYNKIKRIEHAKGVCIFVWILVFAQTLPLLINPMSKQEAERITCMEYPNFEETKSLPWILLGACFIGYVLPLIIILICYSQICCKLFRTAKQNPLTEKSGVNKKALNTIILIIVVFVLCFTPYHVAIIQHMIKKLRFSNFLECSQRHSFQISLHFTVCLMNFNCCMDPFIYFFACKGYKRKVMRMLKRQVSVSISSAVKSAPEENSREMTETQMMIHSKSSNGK
Mdm2-MdmX inh: inhibitors of human Mdm2/MdmX interaction. O15151+Q00987. SaOS-2 split-luciferase Mdm2/MdmX complementation, luminescence. inhibition, % at 8 µM. 330,000 compounds, 3% hits. AID 485346;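 active means inhibition of at least 50% at 8 µM in the primary screen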
APJ agonist: APJ receptor agonism. P35414. CHO-K1 APJ PathHunter beta-arrestin, luminescence; 0% DMSO wells, 100% apelin. activation, % at 20 µM. 330,000 compounds, 0.11% hits. AID 2520;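 active means activation more than six SD over the plate average, tested at 20 µM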;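 further: 0% = DMSO alone and 100% = apelin-13 at 10 nM; some results filed as inactive read as strong as hits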
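Test system: CHO-K1 APJ beta-arrestin complementation cell line | Compound: Single test compound dose, 20 µM final, 1% DMSO | Incubation: Compound 90 min 25 °C, reagent 1 h | Measured by: beta-gal luminescence | Read-out basis: APJ–arrestin association signal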
XBP1 UPR activ: activators of adaptive arm of unfolded protein response (XBP1) | activation, % at 20 µM | 330,000 compounds, 0.33% hits | AID 463104 | CHO-XBP1 luciferase reporter, IRE1-XBP1 UPR activation, luminescence; percent of tunicamycin response, DMSO as zero;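 active means versus positive control, 20 µM dose yields 30% or more activation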;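 further: 100% = tunicamycin at 10 µg/mL and 0% = DMSO only wells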
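Material – CHO cell line with stable XBP1 luciferase reporter · Buffer or medium – F12 plus 10% FBS · Compound – single point, 20 µM final compound, 1% DMSO · Schedule – 16-18 h cell attachment at 37 °C, then 6 h compound exposure · Signal – Steady-Glo luminescence read · Benchmarks – high control tunicamycin 10 µg/mL final, low control DMSO vehicle only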
CCR6 antag: blocks CCL20-driven beta-arrestin recruitment at human CCR6 | P51684 | CHO-K1 CCR6 PathHunter beta-arrestin, luminescence, CCL20-stimulated | inhibition, % at 20 µM | 340,000 compounds, 0.49% hits;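 active means compounds whose inhibition of the agonist-driven luminescence signal at 20 µM reaches about 50%, limit read from the data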;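 further: cells stimulated with CCL20 at 14 nM final; plate controls were DMSO with CCL20 for no effect and DMSO without agonist for full effect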
Target sequence (P51684 whole entry, looked up): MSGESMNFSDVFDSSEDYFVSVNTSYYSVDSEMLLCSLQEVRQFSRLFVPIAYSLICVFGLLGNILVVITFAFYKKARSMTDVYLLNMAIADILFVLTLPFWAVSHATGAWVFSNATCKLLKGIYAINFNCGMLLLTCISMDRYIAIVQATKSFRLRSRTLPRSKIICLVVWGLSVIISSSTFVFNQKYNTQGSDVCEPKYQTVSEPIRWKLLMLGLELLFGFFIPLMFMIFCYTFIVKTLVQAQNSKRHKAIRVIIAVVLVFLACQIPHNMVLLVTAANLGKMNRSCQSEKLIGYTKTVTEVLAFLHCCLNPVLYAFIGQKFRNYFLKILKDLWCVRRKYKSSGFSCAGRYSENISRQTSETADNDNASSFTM
APJ antagonist: blocks the human apelin receptor APJ; P35414; CHO-K1 APJ beta-arrestin complementation, luminescence; inhibition, % at 20 µM; 330,000 compounds, 0.32% hits; AID 2521;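 active means inhibition above about 40% at 20 µM, limit read from the data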;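 further: cells challenged with 10 nM apelin-13 agonist together with compound; plate controls were apelin-13 plus DMSO wells for no effect and DMSO wells lacking apelin-13 for full effect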
tim23-1 inh: tim23-1 yeast growth inhibition; S. cerevisiae tim23-1 growth, BacTiter-Glo luminescence, 24 h; inhibition, % at 20 µM; 330,000 compounds, 1.3% hits; AID 463212;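 active means growth inhibition of the mutant yeast at or above 50%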;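 further: temperature-sensitive mutant grown at 25 °C; plate controls were DMSO-treated mutant yeast for no effect and medium wells lacking yeast for full effect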
UPR CHOP act: apoptotic UPR (CHOP) activation; CHO-CHOP luciferase reporter, luminescence; percent of tunicamycin response over DMSO baseline; 330,000 compounds, 0.34% hits; activation, % at 10 µM;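 active means at 10 µM dose, activation of 40% or more, normalized to positive control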;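 further: 100% = tunicamycin at 10 µg/mL and 0% = DMSO alone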
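System: CHO CHOP reporter cells. Amount: 500 cells per well. Buffer or medium: F12 medium, 10% FBS. Compound dosing: one dose, 10 µM in 0.5% DMSO. Incubation: 6 h compound exposure at 37 °C after overnight seeding. Technique: Steady-Glo luciferase luminescence. Benchmarks: tunicamycin and DMSO controls.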
CXCR6 inh: CXCR6 (human) receptor inhibition | inhibition, % at 20 µM | 360,000 compounds, 0.36% hits | O00574 | CHO-K1 PathHunter CXCR6 beta-arrestin, luminescence; in the data active means inhibition above about 34%, passing the limit was not always enough;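 further: antagonist mode with CXCL16 agonist at 10 nM final; 0% = 10 nM CXCL16 with DMSO and 100% = unstimulated wells without agonist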
The depositor's hits bear a star; / = no result given.

Start of the data: the first 3 records, to show the layout:
Molecule	EBI2 antag	Mdm2-MdmX inh	APJ agonist	XBP1 UPR activ	CCR6 antag	APJ antagonist	tim23-1 inh	UPR CHOP act	CXCR6 inh
CC1(C)C=C(c2ccc(C=O)s2)CC(C)(C)N1C=O	-4	-33	-2	-1	2	-1	13	1.4	-2
O=c1[nH]c(-c2ccccc2)cs1	2	14	0	-2	-2	10	6	2.2	-4
CC(C(=O)NC1CCCC1)N1CCN(S(=O)(=O)c2ccccc2Cl)CC1 (configuration not stated)	16	-17	4	-1	12	20	5	0.6	-3

Results, from the start:
Molecule	EBI2 antag	Mdm2-MdmX inh	APJ agonist	XBP1 UPR activ	CCR6 antag	APJ antagonist	tim23-1 inh	UPR CHOP act	CXCR6 inh
CC1(C)C=C(c2ccc(C=O)s2)CC(C)(C)N1C=O	-4	-33	-2	-1	2	-1	13	1.4	-2
O=c1[nH]c(-c2ccccc2)cs1	2	14	0	-2	-2	10	6	2.2	-4
CC(C(=O)NC1CCCC1)N1CCN(S(=O)(=O)c2ccccc2Cl)CC1 (configuration not stated)	16	-17	4	-1	12	20	5	0.6	-3
CCN(CC)c1ccc(/C=C2/C(=O)ON=C2C)cc1	-2	26	1	3	50	27	56*	4.6	2
O=C(CSc1nc2c(c(=O)[nH]1)CCCC2)Nc1ccc(Cl)cc1F	1	17	-7	0	-9	4	20	-1.8	0
O=C(NCc1cccs1)c1noc2c1CCCC2	-5	25	-3	2	-2	-16	8	3.1	9
COCCN(C(=O)Nc1ccccc1)c1ccccc1C	5	-4	-3	-1	8	-1	14	1.1	-6
COC(=O)c1nc(NC(=S)NC(=O)c2cccs2)sc1C	3	-16	-3	-3	7	11	24	1.0	8
CC1CCCCC1NC(=O)CCCCn1c(=O)[nH]c2ccsc2c1=O (configuration not stated)	-2	-5	-1	-1	9	8	19	-2.5	-7
Cc1onc(-c2ccccc2)c1C(=O)OCC(=O)NC(C)c1ccc(Cl)cc1 (configuration not stated)	13	-27	-3	-1	11	10	25	-0.5	8
CCOC(=O)CNC1CC(=O)N(c2ccc(Br)cc2)C1=O (configuration not stated)	-1	7	0	-4	11	7	16	5.1	6
COC(=O)CCC(=O)OC1(C)C(=O)C2=CN(c3ccc(OC)cc3)C(c3ccc(OC)cc3)=CC2=C(Br)C1=O (configuration not stated)	-12	-9	17	1	4	-112	10	3.7	-6
O=C(CNC(=O)c1cccs1)NCCc1ccco1	5	-1	-5	0	7	-6	-3	1.3	1
COc1cccc(N=Nc2ccc3ccccc3c2O)c1	22	-158	-6	-7	15	23	32	0.1	26
O=C(O)c1cccc(NC(=O)c2cn(-c3ccccc3)nc2-c2ccncc2)c1	/	23	3	-1	8	-13	9	-2.8	/
O=C(NCCCNC(=O)c1cccs1)c1cccs1	-15	-10	-1	-2	5	2	7	0.0	-11
O=C(CCN1C(=O)/C(=C/c2ccccc2F)SC1=S)NC1C=CS(=O)(=O)C1 (configuration not stated)	8	19	2	-6	11	2	-14	1.9	1
Cc1cccn2c(CN[C@H]3CCCCNC3=O)c(C(=O)N3CCOCC3)nc12	-2	-1	0	-2	2	-3	11	-0.9	-2
COc1ccccc1C(O)(C(=O)N(NC(C)=O)c1ccccc1)c1ccccc1OC	-14	-34	-1	-1	0	10	-2	-0.4	6
COc1ccc(-c2nnc3n2N=C(C)CS3)cc1	-11	16	-2	1	6	-11	-2	-1.2	6
COc1ccc(C(=O)NCc2cc(C(C)C)no2)cc1OC1CCN(C(C)C)CC1	0	25	-4	-1	9	-5	9	0.7	-15
COc1cc(CO)ccc1OCc1nnnn1-c1ccc(C)cc1	-5	4	-1	2	25	-2	10	-1.3	-5
Cc1cccc(C(C)C)c1NC(=O)Cc1ccc(S(=O)(=O)N2CCOCC2)s1	11	-9	2	-3	7	-8	9	2.6	-4
CC(=O)Nc1ccc(S(=O)(=O)N2CCN(S(=O)(=O)N3CCCCCC3)CC2)cc1	1	-7	-1	-2	-2	0	13	-0.8	8
CCOC(=O)N1CCN(Cc2nc3c(c(=O)n(C)c(=O)n3C)n2Cc2cccc3ccccc23)CC1	-5	13	-4	-5	-5	8	20	0.8	-2
CCn1c(SCC(=O)NCCc2ccc(OC)c(OC)c2)nc2c1c(=O)n(C)c(=O)n2C	-5	-25	-5	0	-6	11	10	0.1	-3
CCOC(=O)C1C(=O)CC(C)(O)C(C(=O)OCC)C1c1ccc(OC)cc1 (configuration not stated)	-3	3	-5	-2	4	1	21	0.5	8
CC(=O)NN1C(=O)c2ccccc2NC1c1ccc([N+](=O)[O-])o1 (configuration not stated)	-1	5	5	8	-12	-39	13	-1.0	-27
CCOc1ccc(N(CC(=O)NC(C)C)C(=O)CCC(=O)Nc2ccccn2)cc1	-6	-4	-1	-4	10	10	3	-1.3	1
COc1ccc(OC(C)C(=O)NC(C)c2ccccc2)cc1 (configuration not stated)	-4	9	2	-2	19	-10	20	1.4	2
CCC(=O)Nc1cccc(NC(=O)CSc2nnnn2C)c1	-13	5	-1	0	-3	0	3	0.4	0
COc1cc(C)c(S(=O)(=O)N2CCCC2)cc1C	-2	14	-1	-1	29	2	19	-1.7	6
CCc1ccc(N2CC(C)Cn3c2nc2c3c(=O)n(CCN3CCOCC3)c(=O)n2C)cc1 (configuration not stated)	1	23	-2	-1	-5	-5	16	1.2	-2
CC(=O)N1c2ccc(S(=O)(=O)N(C)CC(=O)Nc3ccccc3C)cc2CC1C (configuration not stated)	2	1	-1	-1	0	12	-6	0.3	-8
CC(=O)c1ccc(NC(=O)CSc2nccn2CCc2ccccc2)cc1	-4	-34	2	-1	11	-10	35	3.0	-6
CCn1ccnc1CN(C)Cc1nc(-c2ccc(C(=O)OC)cc2)no1	0	10	-3	-3	-4	5	8	-1.6	-11
O=C(Nc1cccc(F)c1)c1ccc(S(=O)(=O)N2CCCCC2)cc1	6	34	-3	-3	21	11	16	4.0	-6
CCCCCCN1Cc2ccccc2C1	-3	-11	-5	-2	-5	1	5	0.8	7
CC1CCCN(c2nc3c(c(=O)[nH]c(=O)n3C)n2CCCc2ccccc2)C1 (configuration not stated)	11	-43	1	6	11	-56	27	0.6	-3
CC(C)OC(=O)/C(=C\c1ccccc1)NC(=O)c1ccccc1	7	6	-3	2	12	-7	10	-1.3	-4
O=C(N/N=C/c1cccc([N+](=O)[O-])c1)c1ccncc1	-9	1	1	2	7	-1	12	1.0	-2
COc1ccc(COc2cc(-c3cccc(OC)c3)nc3ccc(NC(=O)c4ccc(Cl)cc4)cc23)cc1	-2	28	-1	-1	7	1	14	0.3	0
COc1ccc(C)cc1S(=O)(=O)Nc1ccccc1	-3	24	-2	1	-1	-13	1	0.5	-2
CCc1nnc(NC(=O)c2nn(-c3ccccc3)nc2C)s1	0	-5	-1	-2	7	-8	22	4.1	-2
Cn1c(N)c(C(=O)COC(=O)CNC(=O)c2ccccc2F)c(=O)n(C)c1=O	-3	28	-4	0	4	4	-8	-1.4	1
O=C(CSCc1ccc(C(=O)O)cc1)Nc1ccccc1	5	-7	-1	-3	4	-5	4	0.1	-2
C=CCS(=O)(=O)N1CCCC(C(=O)c2cccc(Cl)c2)C1 (configuration not stated)	0	25	-2	-2	10	5	13	-0.2	2
O=c1oc2c(-c3cccc(F)c3)cc(O)cc2s1	2	42	-4	0	-5	-21	57*	-0.9	-11
CCc1ccc(N(CC(=O)NC(C)C)C(=O)CCC(=O)Nc2ccccn2)cc1	-6	5	0	-2	5	2	-6	-1.1	-9
CC(=O)C[C@@H](O)CC(=O)[C@@H]1OC(=O)CCCCCCCc2ccccc21	4	-20	-3	1	16	-25	20	2.8	5
COc1ccc(NS(=O)(=O)c2ccc(NC(=O)Cc3cccs3)cc2)cc1	-17	5	0	-2	7	-14	1	0.1	-15
CCOc1ccc(CCNC(=O)CSCc2ccc(C)cc2)cc1OCC	4	-15	2	-1	13	24	17	-0.8	5
CC(C)Cn1c(N)c(C(=O)COC(=O)[C@@H]2CCCN2C(=O)c2cccs2)c(=O)n(C)c1=O	-4	-2	4	-4	-5	-8	23	-0.3	-11
COc1cccc(NC(=O)CCS(=O)(=O)c2cccs2)c1	-4	7	-5	3	0	15	3	5.0	0
O=C(CN(CCc1ccccc1)C(=O)Cn1nnc(-c2cccs2)n1)NCc1ccco1	-2	26	-4	-2	3	5	1	-2.4	3
O=C(/C=C/c1cc2c(cc1Br)OCO2)NCc1ccc(Cl)cc1	11	16	1	0	-3	4	14	-4.4	-2
CCOC(=O)c1c(-c2cccc([N+](=O)[O-])c2)csc1NC(=O)C1CC1	-1	-1	4	-1	10	-31	7	-0.1	-1
O=C(Nc1cccc(Cl)c1)C1CCCN(S(=O)(=O)c2ccc(F)cc2)C1 (configuration not stated)	-3	24	-4	-2	27	-13	29	-1.7	7
OC(C[n+]1ccccc1)c1ccccc1 (configuration not stated)	-11	3	-1	0	3	15	14	1.0	-4
O=C(c1cc2ccccc2o1)N1CCN(S(=O)(=O)/C=C/c2ccccc2)CC1	92*	-12	-2	1	23	1	18	1.9	-11

(more compounds)
Molecule	EBI2 antag	Mdm2-MdmX inh	APJ agonist	XBP1 UPR activ	CCR6 antag	APJ antagonist	tim23-1 inh	UPR CHOP act	CXCR6 inh
OC(CN1CCN(Cc2ccccc2)CC1)c1ccccc1 (configuration not stated)	-1	-9	-3	4	14	0	-9	-0.6	-9
O=C(COC(=O)c1cc(=O)c2ccccc2o1)Nc1ccccc1F	0	11	1	-2	9	5	2	-1.6	-4
CNC(=O)c1[nH]cnc1C(=O)Nc1ccc(OC)cc1	-18	19	6	-1	2	10	12	-0.9	-6
Cc1nnc(SCC(=O)NC(=O)NC(C)(C)C)s1	-10	-22	-2	-2	11	-8	1	0.6	-5
CC(C)Oc1ccc(CCc2nnc(SC(C)C(=O)O)n2-c2ccccc2)cc1 (configuration not stated)	-5	-8	-1	-3	5	-9	18	-0.1	-5
COc1ccccc1-n1cnnc1SCC(=O)N1CCN(S(=O)(=O)c2ccccc2)CC1	-3	1	-2	0	0	5	4	0.8	0
O=C(NCc1ccccc1)c1nc2ccccc2s1	-8	10	-1	-1	15	-5	12	-0.9	2
Nc1nc(NCc2ccco2)nc(NC2CCCCC2)c1[N+](=O)[O-]	2	20	1	4	-10	-12	8	-2.4	-2
C=CCn1c(SCC(=O)NC(C)(C)C)nnc1-c1ccccc1O	-3	13	-5	-1	-12	-4	6	-1.0	2

These rows are one share of the data, so the mix of outcomes need not match the whole.
